TPT1 inhibitor: inhibitors of Candida albicans tRNA 2'-phosphotransferase TPT1 | hit rate 0.81% among 300,000 | AID 1962 | inhibition, % at 5 µM | recombinant caTPT1, FP RNA substrate dephosphorylation;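 active = inhibition above the mean of all tested compounds plus 3 SD, set per screening campaign, cut at about 24% in these data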;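 also: plate controls were DMSO alone for no effect and ferristatin control at 100 nM for full effect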
Efflux pump mplx: blocks antifungal efflux pumps in multiplex yeast assay. S. cerevisiae Candida pump triplex, Nile Red efflux. inhibition, % at 10 µM. hit rate 0.44% among 330,000;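 active = plate passing quality check with inhibition over a set limit, or well fluorescence over plate mean plus 4 SD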;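 also: Nile Red retained in pooled yeast measured as flow cytometry median fluorescence; 0% = buffer negative control and 100% = Enniatin B positive control; higher means more Nile Red kept so more efflux inhibition; some compounds called inactive have numbers as strong as hits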
PREPL inhibitor: inhibitors of human prolyl oligopeptidase-like enzyme PREPL. recombinant PREPL, fluorescence polarization activity-based probe. hit rate 0.68% among 320,000. inhibition, % at 5.96 µM. AID 2751; in the data active = inhibition above about 43%;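 also: 0% = enzyme with DMSO and 100% = wells lacking enzyme; many of its hits are not listed in these tables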
PP1 counter: PP1-alpha (human) inhibition in PP5 counter-screen. P62136. purified PP1alpha, OMFP fluorescence. hit rate 0.9% among 320,000. inhibition, % at 6.7 µM;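 active = inhibition above the mean inhibition of all tested compounds plus 3 SD, computed separately for each screening campaign, cut at about 15% in these data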
Target sequence (P62136 whole entry, looked up): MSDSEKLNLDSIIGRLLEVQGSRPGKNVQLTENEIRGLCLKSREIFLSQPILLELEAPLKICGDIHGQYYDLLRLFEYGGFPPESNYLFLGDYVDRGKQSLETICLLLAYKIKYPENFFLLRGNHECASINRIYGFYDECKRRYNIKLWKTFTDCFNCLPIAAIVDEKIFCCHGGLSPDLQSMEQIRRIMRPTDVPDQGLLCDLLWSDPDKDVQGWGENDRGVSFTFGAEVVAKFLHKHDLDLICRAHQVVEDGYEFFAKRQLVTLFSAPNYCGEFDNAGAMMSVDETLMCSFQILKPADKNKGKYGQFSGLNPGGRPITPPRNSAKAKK
PP5 inh: inhibitors of human protein phosphatase 5 (PP5). purified PP5c, OMFP substrate fluorescence. inhibition, % at 6.7 µM. hit rate 0.18% among 320,000. AID 1987;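 active = inhibition above the campaign's mean inhibition across all tested compounds plus 3 SD, cut at about 9.5% in these data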;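 also: 0% = DMSO only and 100% = 100 µM cantharidin control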
CTSL1 counter: counter-screen for PFM18AAP inhibitors: inhibitors of F. hepatica cathepsin L1. recombinant F. hepatica cathepsin L1, Z-Leu-Arg-MCA fluorescence. inhibition, % at 5.96 µM. hit rate 0.49% among 300,000. AID 1906;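 active = inhibition above the mean of all tested compounds plus 3 SD, set per screening campaign, cut at about 17% in these data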;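 also: 0% = plate median of test compound wells and 100% = 1 µM Z-Phe-Ala-diazomethylketone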
LYPLA2 counter: counter-screen for PME1 inhibitors: inhibitors of human LYPLA2; recombinant LYPLA2, FP-Rh probe fluorescence polarization; inhibition, % at 5.9 µM; AID 2177; hit rate 0.38% among 320,000;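 active = inhibition above the screen-wide mean plus 3 SD, limit set per campaign, cut at about 26% in these data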;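 also: 0% = LYPLA2 with DMSO and 100% = wells lacking LYPLA2 enzyme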
Target sequence (O95372 whole entry, looked up): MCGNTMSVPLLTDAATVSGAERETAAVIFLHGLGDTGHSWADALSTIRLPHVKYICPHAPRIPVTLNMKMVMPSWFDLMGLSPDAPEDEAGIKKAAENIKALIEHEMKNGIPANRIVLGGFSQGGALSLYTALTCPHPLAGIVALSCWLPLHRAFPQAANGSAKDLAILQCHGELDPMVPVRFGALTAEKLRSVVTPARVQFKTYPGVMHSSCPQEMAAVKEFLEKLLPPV
GASC-1 inh: human JMJD2C demethylase inhibition. inhibition, % at 2.35 µM. hit rate 0.069% among 330,000. Q9H3R0. GST-JMJD2C(1-420) H3K9me3 demethylation, DELFIA europium;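 active = more than half of a compound's replicate wells show inhibition beyond 50%, single wells judged on their own value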;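 also: signal counts dimethyl H3K9 product captured on neutravidin plate; 0% = median of DMSO wells and 100% = 0.3 times that DMSO median; strong numbers were not always called active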
Target sequence (Q9H3R0 1-420 limits assumed): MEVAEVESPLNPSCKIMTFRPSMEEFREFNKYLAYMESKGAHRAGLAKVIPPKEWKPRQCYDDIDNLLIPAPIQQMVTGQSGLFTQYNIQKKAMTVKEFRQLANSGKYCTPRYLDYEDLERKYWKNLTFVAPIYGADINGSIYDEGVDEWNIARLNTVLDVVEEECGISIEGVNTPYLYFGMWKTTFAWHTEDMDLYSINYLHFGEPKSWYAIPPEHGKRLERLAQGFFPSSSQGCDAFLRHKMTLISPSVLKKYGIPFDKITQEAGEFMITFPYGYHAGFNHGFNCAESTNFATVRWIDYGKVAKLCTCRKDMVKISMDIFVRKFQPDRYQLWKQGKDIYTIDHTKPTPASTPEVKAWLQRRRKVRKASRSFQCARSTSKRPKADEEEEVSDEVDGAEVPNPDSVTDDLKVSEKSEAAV
HCV core dimer: blocks dimerization of HCV core protein; TR-FRET GST/Flag-core106 dimerization, 1536-well; inhibition, % at 5 µM; hit rate 0.33% among 300,000; AID 1899;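 active = inhibition above the mean of all tested compounds plus 3 SD, set per screening campaign, cut at about 45% in these data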
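Assay system: Tagged HCV core106 pair (GST and Flag) | Buffer or medium: KF-containing HEPES buffer, pH 7.45, DTT, CHAPS, BSA | Also added: Eu donor and XL665 acceptor anti-tag antibodies | Dosing: One concentration, 5 µM, in 0.5% DMSO | Timing: 4 h at 22.5 °C | Technique: TR-FRET 671 and 617 nm emission | Repeats: Singlicate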
Active calls of the source: *; x = no result given.

SMILES	TPT1 inhibitor	Efflux pump mplx	PREPL inhibitor	PP1 counter	PP5 inh	CTSL1 counter	LYPLA2 counter	GASC-1 inh	HCV core dimer
Cc1cc(/C=C2\C(=O)NC(=O)N(Cc3ccco3)C2=O)c(C)n1-c1ccc(C(=O)O)cc1	25*	0.1	-2	2	-0.8	-5	1	24	6
Cc1ccc(O)c(CN2CCN(c3ccccc3)CC2)c1	-6	-0.1	18	-1	0.5	5	5	-6	-3
COc1ccc2c(c1)C13CCCC[C@@H]1C(C2)N(C)CC3 (some centres not stated)	-3	0.0	20	0	-1.7	4	1	3	0
C=CCn1c(O)c(/C=C2/C=c3ccccc3=N2)c(=O)[nH]c1=S	18	0.5	1	-4	-0.8	1	-4	-5	4
Fc1ccccc1CCNCc1ccccc1	3	0.2	-7	1	1.7	3	5	-4	-8
O=C1NC(=O)N(c2ccccc2)C(=O)/C1=C\c1ccc2c3c(cccc13)CC2	2	0.1	17	-1	1.2	2	6	6	1
O=C(NC1(C(F)(F)F)Oc2ccccc2O1)N1CCC2(CC1)OCCO2	1	0.0	6	0	0.5	-3	-2	6	-3
C=CCN1C(=O)NC(=O)/C(=C/c2ccoc2)C1=O	106*	0.0	-7	-1	-0.9	0	-1	32	-2
CC(C)(C)NC(=O)C1CC2CCCCC2CN1 (configuration not stated)	-4	0.1	7	-6	-0.2	-4	-1	-22	-2
CN1CCN(c2ccc(S(C)(=O)=O)cc2[N+](=O)[O-])CC1	2	0.1	8	2	4.2	-6	-1	-5	-2
CCOc1ccc(N2C(=O)NC(=O)/C(=C\c3ccc(N4CCOCC4)cc3C)C2=O)cc1	8	0.1	1	1	3.0	3	5	8	0
COc1ccc(C=C2C(=O)N(C)C(=O)N(C)C2=O)cc1CSc1ccccn1	3	-0.1	4	2	2.7	-9	6	-15	-2
COC(=O)c1ccc(CN2CCSC2=N)cc1	-5	-0.1	13	-2	-0.3	3	-1	9	-7
COc1ccc(CN2CCN(Cc3ccccc3)CC2)c(OC)c1	1	0.1	2	3	4.0	-2	-1	25	3
COc1ccc(C2C(C(=O)N3CCC4(CC3)OCCO4)CC(=O)N2c2ccc(OC)cc2)cc1 (configuration not stated)	0	0.2	5	-2	0.4	-3	1	9	-4
Cc1c(Oc2cc(NN3CCCCC3)c([N+](=O)[O-])cc2[N+](=O)[O-])cccc1[N+](=O)[O-]	-1	-0.1	5	0	-1.1	-2	4	4	17
CCOC(=O)C1=C(C)OC(N)=C(C(=O)OCC)[C@@]12C(=O)N(CC(N)=O)c1ccccc12	0	0.2	6	-2	-1.7	0	-5	-3	-6
Cc1cc(-c2ccccc2)cc(-c2ccccc2)[n+]1CCc1ccccc1	2	0.0	-21	3	0.5	-1	-2	3	-9
O=C(c1n[nH]c(=O)c2ccccc12)N1CCC2(CC1)OCCO2	-3	0.0	-3	3	1.1	-1	-1	6	-1
CC(C)c1onc(C(=O)N2CCC3(CC2)OCCO3)c1[N+](=O)[O-]	-1	-0.2	18	-1	2.3	-4	6	18	-12
CC(C)c1ccc(NC(=O)CCNC(=O)N2C[C@H]3C[C@@H](C2)c2cccc(=O)n2C3)cc1	-1	0.2	2	-2	4.6	-1	7	-9	-3
COc1ccc(CN2CCCCC2c2cccnc2)cc1C (configuration not stated)	-1	0.0	2	-3	-0.2	0	-4	11	-2
Cc1cc(C)cc(N2C(=O)NC(=O)/C(=C\c3cc(C)n(C)c3C)C2=O)c1	6	0.0	-3	-5	1.6	1	3	-15	8
CC(C(=O)c1c[nH]c2ccccc12)N1CCSCC1 (configuration not stated)	1	-0.2	4	-6	-4.8	1	11	24	6
CCn1c(=O)n(CC)c2cc([N+](=O)[O-])c(N3CCNCC3)cc21	-4	0.1	0	-2	1.9	3	1	1	-3
COc1cc(OC)c(OC)cc1CNCCc1ccc2c(c1)OCO2	0	0.0	-6	-2	3.0	2	3	7	2
COc1ccc(OC)c(-n2c(O)c(/C=C3\C(C)=Nc4ccccc43)c(=O)[nH]c2=O)c1	22	0.0	2	-4	-0.7	1	3	12	5
CC1CCC(N(C)C2CCN(C)CC2)CC1 (configuration not stated)	-2	-0.2	11	-9	3.1	10	-7	-9	-18
C=CCN1C(=O)C2(C(C(=O)OCC)=C(N)Oc3ccccc32)C2=C1CCCC2=O (configuration not stated)	2	-0.2	7	-15	0.1	7	-3	-3	6
O=c1[nH]c(=O)n(-c2ccccc2)c(O)c1C=NC12CN3CN(CN(C3)C1)C2	-4	-0.1	9	-2	-1.4	0	1	2	-2
c1ccc(-c2[nH]c[n+](CC3CO3)c2-c2ccccc2)cc1 (configuration not stated)	-5	0.1	19	12	-0.2	1	4	-2	0
Cc1ccccc1NP(=O)(Oc1ccccc1F)Oc1ccccc1F	0	-0.9	1	1	1.8	7	-2	4	4
COc1ccc2c(c1)c(C(=O)CN1CCN(C)CC1)c(C)n2Cc1ccccc1	-3	0.1	17	2	2.7	0	0	-8	0
CN(C)c1ccc2c(c1)N=C(c1ccco1)OP2(=S)N1CCOCC1 (configuration not stated)	-1	0.0	2	3	-1.2	0	6	-4	-6
O=C(c1cccn2c(=O)c3ccc(Cl)cc3nc12)N1CCC2(CC1)OCCO2	-4	-0.1	15	0	-0.3	1	5	-3	-3
C=CCn1c(O)c(C=NC2CCN(Cc3ccccc3)CC2)c(=O)[nH]c1=O	1	-0.1	-1	-4	-0.5	-2	5	-9	-1
O=C(Nc1ccccc1)c1c(O)[nH]c(=S)[nH]c1=O	-3	-0.1	12	16*	-6.3	7	0	2	-18
O=C1/C(=C/c2ccc([N+](=O)[O-])cc2)N2CCC1CC2	-1	0.1	-5	-6	0.6	1	6	2	8
COc1cc(CNCCc2ccc3c(c2)OCO3)cc(OC)c1OC	2	0.1	-17	0	-1.5	-5	-2	-5	1
O=C(CN1CCOCC1)Nc1ccc(Br)cc1C(=O)c1ccccc1	0	0.0	9	2	3.1	2	3	0	-2
CC(Cc1ccccc1)NC(=O)/C=C/c1ccc(Cl)cc1 (configuration not stated)	1	0.3	-15	1	2.2	-1	-4	11	6
COC(=O)c1cccc(N=Cc2c(O)n(Cc3ccc(F)cc3)c(=O)[nH]c2=O)c1	4	0.3	9	-4	-0.9	5	-1	-7	0
COP(=O)(OC)C(Nc1ccccc1)c1ccccc1 (configuration not stated)	-2	-0.2	2	-6	0.8	11	2	-2	4
Cc1cc(OCC(=O)NCc2ccncc2)c2c3c(c(=O)oc2c1)CCCC3	-1	-0.3	10	1	1.6	4	7	10	-2
CC1CCN(CC(=O)c2ccccc2Cl)CC1	-4	-0.1	-2	1	1.9	0	-5	8	5
c1ccc(C(OCCN2CCN(c3ncccn3)CC2)c2ccccc2)cc1	-1	0.1	-8	-1	4.2	-1	2	-16	15
C=Cn1ccnc1P(=S)(c1ccc(Cl)cc1)c1nccn1C=C	0	0.1	16	1	-1.5	0	3	-4	-5
OC(CN1CCOCC1)c1csc2ccccc12 (configuration not stated)	2	0.1	14	-3	0.0	6	-1	-2	-5
O=[N+]([O-])c1cc(O)c(O)c([N+](=O)[O-])c1	1	-0.2	13	4	1.8	9	0	x	-4
COC(=O)C1=C(c2cc3ccccc3s2)C[C@@H]2CC[C@H]1N2C(=O)N1CCCCC1	0	-0.1	3	1	-0.2	-2	-4	-2	-1
COc1cccc(C(=O)C2CCCN(C3CCOCC3)C2)c1 (configuration not stated)	-3	-0.1	0	0	3.6	2	10	-8	1
OC1(c2ccc(F)cc2)CC2CCC(C1)N2Cc1nnnn1C1CCCC1 (configuration not stated)	-5	0.0	10	-3	3.8	4	4	-7	-1
COC(=O)C1=C(c2cc3ccccc3o2)C[C@@H]2CC[C@H]1N2C(=O)N1CCC(C)CC1	0	0.0	6	3	2.8	4	6	4	5
CC(=O)N1CCN(Cc2ccc(Cl)nc2)CC1	0	3.9	-5	0	1.9	-11	-5	2	-4
Cc1cc(C)nc(-n2c(C)nc3cc(Cl)ccc3c2=O)c1	3	0.1	0	-2	1.0	0	-4	1	0
CC1(C)CC(=O)c2cc(OCC(=O)N3CCN(Cc4ccccc4)CC3)ccc2O1	1	0.1	8	-2	-1.1	3	1	-32	2
COC(=O)C1=C(c2ccc(F)cc2F)C[C@@H]2CC[C@H]1N2C(=O)N1CCCCC1	x	0.1	6	0	0.5	x	8	-2	x
C[C@@H]1CC2(CCCC[N+]2(C)C)C[C@H]1C	-3	0.0	12	2	0.0	3	0	5	-5
Cc1noc(C)c1CC(=O)N1CCCC(N2CCN(c3ccccc3F)CC2)C1 (configuration not stated)	2	0.0	3	-2	-1.7	2	-3	1	0
CN(C)C1(CNC(=O)c2ccc(NS(=O)(=O)c3ccc(Cl)c(Cl)c3)cc2)CCCCC1	x	0.3	0	-1	3.0	x	-1	-5	x

Next part.
SMILES	TPT1 inhibitor	Efflux pump mplx	PREPL inhibitor	PP1 counter	PP5 inh	CTSL1 counter	LYPLA2 counter	GASC-1 inh	HCV core dimer
CCOc1ccc(CN(CCCl)CCCl)cc1C(=O)OC	3	0.3	-5	2	1.1	0	-1	-4	-2
BrCC(Br)C1CCC(Br)C(Br)C1 (configuration not stated)	x	-0.2	12	2	2.2	x	-2	2	x
c1ccc2c(CN3CCOCC3)c[nH]c2c1	1	0.0	-2	-2	-1.5	3	1	4	5
CN1CCC(OC(=O)c2cccc(F)c2)CC1	-3	-0.2	8	1	0.4	0	-3	18	-1
CC(=O)NC1CC2CCCC(C1)N2 (configuration not stated)	-2	-0.1	-2	-1	0.9	-4	6	-1	0
CCCC12CN3CC(CCC)(CN(C1)C3c1ccccn1)C2=O (configuration not stated)	1	0.1	6	10	1.5	1	-2	8	-3
CC(=O)OCC(=O)[C@H]1CC[C@H]2[C@@H]3CC[C@H]4C[C@H](O)CC[C@]4(C)[C@H]3C(=O)C[C@]12C	2	-0.1	-13	-2	-1.6	-21	0	x	3
COCCNC(=O)c1c(N)n(CCC(C)C)c2nc3ccccc3nc12	3	0.1	11	6	11*	-2	-4	5	-1
COc1ccc(OC)c(N2C(=O)CC(=O)NC2=O)c1	3	0.1	0	6	0.0	-5	8	5	2
O=c1[nH]c(O)c(C=Nc2ccccc2Oc2ccccc2)c(=O)[nH]1	0	0.0	10	3	1.9	3	-1	0	-3
O=c1c2ccccc2nc(CSc2ncnc3nc[nH]c23)n1-c1ccc(Cl)c(Cl)c1	0	0.1	6	-3	1.1	5	-3	-26	-5
CC(C)COc1ccc(C2(C#N)CC[N+](C)(C)CC2)cc1	0	0.3	-2	-1	-0.3	0	-1	2	-5

Part of the list above in order of SMILES length, largest number first.
SMILES	TPT1 inhibitor	Efflux pump mplx	PREPL inhibitor	PP1 counter	PP5 inh	CTSL1 counter	LYPLA2 counter	GASC-1 inh	HCV core dimer
CC(=O)OCC(=O)[C@H]1CC[C@H]2[C@@H]3CC[C@H]4C[C@H](O)CC[C@]4(C)[C@H]3C(=O)C[C@]12C	2	-0.1	-13	-2	-1.6	-21	0	x	3
CC(C)COc1ccc(C2(C#N)CC[N+](C)(C)CC2)cc1	0	0.3	-2	-1	-0.3	0	-1	2	-5
CCCC12CN3CC(CCC)(CN(C1)C3c1ccccn1)C2=O (configuration not stated)	1	0.1	6	10	1.5	1	-2	8	-3
BrCC(Br)C1CCC(Br)C(Br)C1 (configuration not stated)	x	-0.2	12	2	2.2	x	-2	2	x

High-throughput results from PubChem BioAssay.

Only part of the results is shown. The share of hits here may be higher or lower than overall.
